SUMO1-SIM PPI: modulators of SUMO1 protein-protein interactions, primary screen, biochemical, uHTS | Small ubiquitin-related modifier 1 (Homo sapiens), P63165 | SUMO1 binding to a labelled peptide, TR-FRET, 1 h | inhibition, % at 20 µM | 360,000 compounds, 0.33% hits | AID 602429, 2012; in the data active = inhibition above about 37%
Target sequence (P63165 whole entry, looked up): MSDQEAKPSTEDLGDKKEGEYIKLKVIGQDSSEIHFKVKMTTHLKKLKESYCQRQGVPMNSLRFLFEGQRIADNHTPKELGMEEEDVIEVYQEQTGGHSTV
DNMT1 inh: human DNMT1 methyltransferase inhibitors, primary screen, biochemical, molecular beacon, fluorescence, HinP1I cleavage, uHTS; inhibition (reported as % activation of signal), % at 10 µM; AID 588458, 2011; 360,000 compounds, 0.83% hits; DNA (cytosine-5)-methyltransferase 1 (Homo sapiens), P26358; in the data active = inhibition above about 50%
NRP1-CendR mod: modulators of CendR peptide binding to NRP-1, primary screen, biochemical, fluorescence polarization, uHTS. Neuropilin-1 (Homo sapiens), O14786. FAM-RPARPAR peptide binding to NRP-1. inhibition, % at 25 µM. 360,000 compounds, 0.85% hits. AID 602438, 2012;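 active = inhibition or corrected inhibition above about 18%, plus a signal ratio from 0.5 to 1.5, limit read from the data, passing the limit was not always enough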; also: strong numbers were not always called active
STEP inh: STEP phosphatase inhibitors, primary screen, biochemical, fluorescence intensity, uHTS; recombinant STEP, OMFP fluorogenic substrate; inhibition, % at 20 µM; 360,000 compounds, 0.25% hits; Tyrosine-protein phosphatase non-receptor type 5 (Homo sapiens), P54829;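 active = inhibition at 20 µM, scaled per plate between control wells, above about 37%, limit read from the data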;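 also: 0% = DMSO with enzyme and substrate and 100% = substrate only without enzyme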
Target sequence (P54829 whole entry, looked up): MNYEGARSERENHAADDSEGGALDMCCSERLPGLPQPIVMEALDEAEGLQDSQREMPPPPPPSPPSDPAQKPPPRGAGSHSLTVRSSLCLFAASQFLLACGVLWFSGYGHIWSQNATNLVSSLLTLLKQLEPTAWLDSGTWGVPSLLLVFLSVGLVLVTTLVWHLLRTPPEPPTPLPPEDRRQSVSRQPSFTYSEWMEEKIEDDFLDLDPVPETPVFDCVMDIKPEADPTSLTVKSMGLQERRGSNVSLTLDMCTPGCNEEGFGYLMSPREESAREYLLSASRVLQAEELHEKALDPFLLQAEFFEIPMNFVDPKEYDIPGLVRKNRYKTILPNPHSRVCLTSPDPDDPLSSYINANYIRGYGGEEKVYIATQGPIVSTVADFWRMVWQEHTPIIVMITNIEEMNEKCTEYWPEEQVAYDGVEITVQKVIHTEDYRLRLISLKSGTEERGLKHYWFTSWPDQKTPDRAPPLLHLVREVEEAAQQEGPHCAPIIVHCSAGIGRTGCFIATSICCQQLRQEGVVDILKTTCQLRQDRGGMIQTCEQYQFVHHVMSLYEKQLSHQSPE
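System: STEP (striatal-enriched tyrosine phosphatase) enzyme, cell-free; medium: Bis-Tris pH 6.0 buffer with DTT, detergent; dosing: 20 µM, 1% DMSO; times: reaction 20 min, ambient temperature; detection: fluorescence, 480/540 nm; read-out basis: normalized % inhibition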
SKN-1 inh: suppressors of acrylamide-induced Pgst-4::GFP reporter in worms, primary screen, SKN-1 inhibitor project, whole organism, uHTS, GFP/RFP fluorescence ratio, strain VP596. C. elegans VP596 Pgst-4::GFP/RFP ratio, 24 h. inhibition, % at 21.8 µM. 360,000 compounds, 0.49% hits. AID 624304, 2012;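 active = interference check ratio from 0.5 to 1.5 plus GFP to RFP signal ratio inhibition reaching or exceeding a fixed threshold, cut at about 30% in these data, passing the limit was not always enough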; also: some compounds called inactive have numbers as strong as hits
LMPTP block: LMPTP phosphatase inhibitors, primary screen, biochemical, fluorescence intensity, uHTS | recombinant LMPTP-A, OMFP fluorogenic substrate | inhibition, % at 20 µM | 360,000 compounds, 0.22% hits | AID 651560, 2012;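 active = compounds that cut the enzyme signal by at least half of the control window in the single-dose screen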;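 also: plate controls were DMSO wells with enzyme plus substrate for no effect and substrate without enzyme for full effect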
Target sequence (P24666 whole entry, looked up): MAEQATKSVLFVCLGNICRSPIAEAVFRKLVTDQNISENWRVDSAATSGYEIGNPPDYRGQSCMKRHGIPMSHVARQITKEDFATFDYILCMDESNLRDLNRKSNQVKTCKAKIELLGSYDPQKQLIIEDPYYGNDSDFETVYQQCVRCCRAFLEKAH
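Test system – LMPTP-A enzyme · Amount – LMPTP-A at 0.625 nM final in the reaction · Buffer or medium – Bis-Tris pH 6.0, DTT, detergent · Reagent – OMFP 400 µM · Doses – single 20 µM dose · Schedule – reaction 50 min, room temperature, dark · Detection – fluorescence intensity of OMFP turnover product · Evaluation – percent inhibition versus substrate-only and uninhibited controls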
Scp1 inh: Scp-1 phosphatase inhibitors, primary screen, biochemical, colorimetric, uHTS | 340,000 compounds, 0.88% hits | inhibition, % at 20 µM | Carboxy-terminal domain RNA polymerase II polypeptide A small phosphatase 1 (Homo … | AID 493091, 2011 | Recombinant Scp1, phosphopeptide, malachite green phosphate absorbance;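 active = inhibition above about 50% at 20 µM, limit read from the data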;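 also: plate controls were DMSO wells with enzyme for no effect and wells lacking enzyme for full effect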
Target sequence (Q9GZU7 76-261 limits assumed): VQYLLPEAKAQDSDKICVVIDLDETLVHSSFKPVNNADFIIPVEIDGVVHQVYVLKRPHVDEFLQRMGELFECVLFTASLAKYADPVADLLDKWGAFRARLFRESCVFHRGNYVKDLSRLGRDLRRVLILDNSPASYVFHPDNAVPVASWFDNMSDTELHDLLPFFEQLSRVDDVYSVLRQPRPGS
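System: SCP-1 catalytic domain; Reagent: Phospho 17-mer peptide substrate; Doses: one concentration, 20 µM, with 1.0% DMSO; Incubation: 45 min room-temperature reaction, 5 min colour, 30 min stabiliser; Signal: Phosphate-binding colour reagent, absorbance read at 630 nm.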
Neddylation inh: inhibitors of cullin neddylation, primary screen, biochemical, TR-FRET, uHTS, NAE and Ubc12. NEDD8-conjugating enzyme Ubc12 (Homo sapiens) + NEDD8-activating enzyme E1 regulatory …. 360,000 compounds, 0.58% hits. calls only at 25 µM; in the data active = inhibition above about 36%
NadD inh: inhibitors of S. aureus NadD, primary screen, biochemical, colorimetric, uHTS | AID 602399, 2012 | Nicotinate-nucleotide adenylyltransferase NadD (Staphylococcus aureus N315) | 360,000 compounds, 0.78% hits | inhibition, % at 20 µM | purified NadD enzyme, colorimetric absorbance read-out; in the data active = inhibition above about 26%; also: some compounds past the cut are filed as inactive
TbMetRS inhib: T. brucei MetRS inhibitors, primary screen, biochemical, luminescence. purified T. brucei MetRS, ATP depletion, Kinase-Glo luminescence. methionyl-tRNA synthetase (Trypanosoma brucei brucei). inhibition, % at 11.9 µM. 360,000 compounds, 0.4% hits. AID 624268, 2012;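 active = inhibition above a per-plate cutoff of the control wells' mean inhibition plus 3 SD, cut at about 5.5% in these data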;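 also: 0% = DMSO wells median and 100% = median of wells with control inhibitor compound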
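Test system – parasite MetRS enzyme · Reagent – substrates ATP, L-methionine and bulk Escherichia coli tRNA · Doses – 11.9 µM compound single dose, 0.9% DMSO · Times – 15 min enzyme-compound preincubation, 2 h reaction, 10 min detection, 25 °C · Signal – Kinase-Glo luminescence, ATP depletion format · Controls – DMSO-only wells as low control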
Active calls of the source: *; i = inactive; / = not tested or not shown.

Molecule	SUMO1-SIM PPI	DNMT1 inh	NRP1-CendR mod	STEP inh	SKN-1 inh	LMPTP block	Scp1 inh	Neddylation inh	NadD inh	TbMetRS inhib
CCOC(=O)[C@]12CCC=C1N(CCC1=CCCCC1)C(=O)[C@H](CC(=O)N1CCN(C(=O)C3CC3)CC1)C2	1	/	11	/	3	-1.2	/	i	4	-0.8
CCOC(=O)C1=C(C(F)(F)F)Nc2ncnn2C1c1cccc(OC)c1OC (stereo not drawn)	-4	-2	-7	-1	5	0.2	-5	i	-7	-0.3
CCC1=C(OC(=O)N(CC)CC)N2C(=O)OC(=NCCc3c[nH]c4ccccc34)[C@]2(C)[C@H]2C1=CC[C@H]1C(=O)N(CC)C(=O)[C@H]12	4	0	24	3	6	0.7	-2	i	-3	-0.3
CNc1nc(NC)nc(-n2c(C(F)(F)F)nc3ccccc32)n1	-2	0	4	0	13	0.1	-5	i	-3	0.0
Cc1ccc(C(=O)NCCN2C3=NC[C@H](Cc4ccc(O)cc4)N3C[C@H]2Cc2ccc(O)cc2)cc1Br	-12	2	2	3	0	7.9	7	i	8	-0.1
Cc1ccccc1NC(=O)NNC(=O)CCc1ccccc1	1	0	1	-1	-1	-1.8	-2	i	-1	-0.3
Cc1oc2ccc(O)cc2c1C(=O)c1ccc(Br)cc1	5	-1	5	3	9	2.2	-14	i	-8	0.3
Cc1ccc(C)c(S(=O)(=O)Nc2ccc(C(=O)N3CC(C)OC(C)C3)cc2)c1 (stereo not drawn)	6	0	-10	-6	7	0.6	0	i	2	-0.4
COc1ccc(Cl)cc1S(=O)(=O)NCc1ccncc1	-3	-1	6	-1	-7	-0.5	-5	i	-2	-0.1
CCOc1ccccc1-c1nc(CN2CCCN(C(=O)c3ccco3)CC2)c(C)o1	3	-2	-2	-2	15	2.0	-8	i	3	0.0
O=C(Cc1ccc(Br)cc1)N/N=C/c1cccnc1	-9	1	6	-3	-3	-1.1	-2	i	-5	1.0
CC(C)(C)OC(=O)N1CCc2onc(-c3ccc(-n4cc(C5=CCCCC5)nn4)cc3)c2C1=O	-1	/	7	/	11	-0.1	/	i	/	0.3
COC(=O)c1nnn(-c2nonc2N)c1-c1cccs1	-3	3	-14	-3	-1	-2.1	0	i	-3	-0.8
N#Cc1ccc(C2CC(OCCF)=CC(=O)O2)cc1 (stereo not drawn)	0	/	3	/	5	-2.1	/	i	/	-0.4
Cn1c(N)c(C(=O)COC(=O)C2=COCCO2)c(=O)n(C)c1=O	5	1	1	0	-1	-0.1	-6	i	4	-0.4
O=C(NCc1ccc(OC(F)(F)F)cc1)C1CC(c2cccc(F)c2)=NO1 (stereo not drawn)	-1	15	-4	3	16	2.0	0	i	-4	-0.2
CCOc1ccc(-c2cc(C(=O)NCc3ccc(C(F)(F)F)cc3)[nH]n2)c(C)c1	2	-5	-10	2	16	-0.6	/	i	2	-0.4
Cc1ccc(CCNC(=O)C2CCN(c3nn4c(=O)cc(C)nc4s3)CC2)cc1	2	-1	10	-1	5	-0.1	7	i	8	-1.0
Cc1ccc(C)c(NC(=O)C(Sc2ncnc3ccccc23)c2ccccc2)c1 (stereo not drawn)	-2	37	6	1	8	0.7	-2	i	18	-0.1
O=C(OCC(=O)c1ccc[nH]1)c1ccc(F)c(S(=O)(=O)N2CCOCC2)c1	4	1	-4	-3	-15	-0.5	6	i	-4	-0.5
CC(C)C(OC(=O)c1ccc(Cl)nc1)C(=O)NC1CCCCC1 (stereo not drawn)	5	2	13	-2	4	-1.7	-10	i	-2	-0.1
CN(C)CCCN(Cc1cc2cc3c(cc2[nH]c1=O)OCO3)C(=S)NCc1ccco1	0	-7	1	4	2	2.2	-9	i	-2	0.3
O=[N+]([O-])c1nn(-c2ccc3c(c2)OCCO3)n(O)c1=Nc1ccc(Cl)cc1	-36	-10	2	7	7	1.7	-5	i	4	-0.2
Cc1cccc(NC(=O)CCS(=O)(=O)c2ccc(Br)cc2)c1	4	-1	-32	-1	6	0.7	-10	i	-3	0.1
COc1cc(/C=C(/C(=O)c2cccs2)c2nc3ccccc3[nH]2)ccc1O	-10	-19	-3	2	9	2.3	-5	i	14	1.3
CCOc1ccc(CNS(=O)(=O)c2cc(CN3C(=O)c4cccnc4C3=O)ccc2OC)cc1	-22	2	6	2	1	-0.7	-8	i	-6	-0.7
O=C(Nc1ccccc1)Oc1cccc2cccnc12	-7	3	18	3	13	-0.2	-13	i	-2	-0.2
COC(=O)c1ccccc1NC(=O)Nc1cccnc1	2	-2	3	-1	-20	-2.2	-10	i	3	-0.4
CC(C)(C)CC(C)(C)c1ccc(O)c(CN2CCN(CCC#N)CC2)c1	6	6	10	-3	26	-0.5	-7	i	-9	0.6
CCn1c(=S)sc2nc(C)sc21	1	1	-8	6	-4	0.2	-5	i	-3	0.8
CCN(C[C@H]1N[C@@](Cc2ccccc2)(C(=O)OC)[C@H]2C(=O)N(Cc3ccccc3)C(=O)[C@@H]12)C(=O)Nc1ccc(C)cc1	-5	-13	-16	5	8	1.4	8	i	3	-1.7
COc1ccc(-c2nn(-c3ccccc3)cc2C(=O)NC(=S)NNC(=O)c2ccncc2)cc1	5	-2	-1	-1	-5	1.3	-5	i	58*	-0.2
COc1cccc(C(=O)Nc2nnc(S(=O)(=O)Nc3cccc(C)c3)s2)c1	19	0	-27	-4	10	1.2	-16	i	6	3.7
O=[N+]([O-])c1ccc(Oc2ccc(S(=O)(=O)Nc3ccccc3)cc2)cc1	-14	-2	-10	-1	12	2.6	-21	i	-4	0.8
CC1CC(C)CN(CC(=O)N2CCc3[nH]c4ccccc4c3C2)C1 (stereo not drawn)	-1	-7	-5	-2	-12	-1.3	-6	i	7	-1.1
CCN(CC(=O)Nc1ccc(NC(C)=O)cc1)C(=O)c1ccc(N2C(=O)c3ccccc3C2=O)cc1	-31	3	15	-1	-3	-0.9	-10	i	3	-0.1
CC(C)CC1CCCC12NC(=O)NC2=O (stereo not drawn)	5	0	13	-1	1	-0.7	-7	i	2	0.1
Cc1cc(-c2n[nH]c(=S)n2/N=C/c2sccc2C)n[nH]1	-1	2	-2	-2	-6	-0.2	-8	i	-4	-0.3
COc1ccc(C)cc1NC(=O)c1cnc2n(c1=O)CCS2	2	5	3	3	-8	0.6	-4	i	-5	-0.9
COc1ccc(N(C)C(=O)Cc2c(C(=O)O)n(C)c3ccccc23)c(OC)c1	3	1	6	0	-5	-0.8	-6	i	-5	-0.8
Cn1ccc2cc(OCc3ccccc3)ccc21	1	0	5	2	17	0.7	0	i	-4	0.2
Nc1cc(=O)[nH]c(SCC(=O)N2CCN(S(=O)(=O)c3ccc4ccccc4c3)CC2)n1	-2	5	-5	-1	-1	2.3	-3	i	11	0.3
CC(=O)Oc1cc(C(C)C)c(OCCN(C)C)cc1C	2	3	4	-1	9	0.4	4	i	3	0.0
C=CCN=C1S/C(=C\N(C)C)C(=O)N1S(=O)(=O)c1ccc(C)cc1	-8	1	-16	0	12	0.0	-8	i	-4	0.2
CCOc1ccc(NC(=O)CNc2cccc(S(=O)(=O)N3CCCCCC3)c2)cc1OCC	5	-2	18	-1	1	1.0	-13	i	-6	-0.2
O=C(OCc1cccc([N+](=O)[O-])c1)c1cc2ccccc2oc1=O	-17	4	11	2	5	0.1	-6	i	-6	-0.1
C=CCSc1nc2ccccc2[nH]1	5	4	-2	-8	17	-2.2	1	i	-1	-1.6
CC(NC(=O)C12CC3CC(CC(C3)C1)C2)C(=O)N/N=C/C1=C(N2CCOCC2)C(=C\c2ccccc2)/CC1 (stereo not drawn)	-5	-13	-2	1	7	0.7	-13	i	20	0.1
COc1ccc(C(=O)C23CC4CC(C2)CC(C(=O)c2ccc(OC)cc2)(C4)C3)cc1	2	-8	0	2	6	4.7	-17	i	-16	-0.1
Cc1ccc2cc3cc(C(=O)NCCCN4CC(C)CC(C)C4)oc3nc2c1 (stereo not drawn)	-37	4	1	1	-9	0.3	0	/	-8	-0.3
COc1cccc(-c2sc3ccc(OC)cc3c2-c2cnc(N3CCOCC3)nc2)c1	-1	/	-7	/	15	1.4	/	i	11	-0.1
COCCOC(=O)C1=C(C)NC2=C(C(=O)CC(c3cccs3)C2)C1c1ccsc1 (stereo not drawn)	-7	4	10	2	-5	0.2	3	/	-6	0.5
O=S(=O)(c1ccc(=S)[nH]c1)N1CCN(Cc2ccccc2)CC1	-10	1	-6	-3	1	-2.2	-12	i	13	0.3
O=C1NC[C@H](Cc2ccc(O)cc2)N(CCc2cc(C(F)(F)F)cc(C(F)(F)F)c2)C1=O	1	/	-12	/	-2	-1.2	/	i	1	-1.5
CCn1cc(C(=O)NCC(=O)NC(C)(C)CO)c(=O)c2cc3c(cc21)OCO3	4	2	-7	4	-10	-0.3	-9	i	-2	1.1

In the list so far, 3 have a nitro group on carbon.
Molecule	SUMO1-SIM PPI	DNMT1 inh	NRP1-CendR mod	STEP inh	SKN-1 inh	LMPTP block	Scp1 inh	Neddylation inh	NadD inh	TbMetRS inhib
O=[N+]([O-])c1nn(-c2ccc3c(c2)OCCO3)n(O)c1=Nc1ccc(Cl)cc1	-36	-10	2	7	7	1.7	-5	i	4	-0.2
O=[N+]([O-])c1ccc(Oc2ccc(S(=O)(=O)Nc3ccccc3)cc2)cc1	-14	-2	-10	-1	12	2.6	-21	i	-4	0.8
O=C(OCc1cccc([N+](=O)[O-])c1)c1cc2ccccc2oc1=O	-17	4	11	2	5	0.1	-6	i	-6	-0.1
